NCI-60 one-dose screen, 48 h, at 10 µM unless noted. Numbers give growth in % (100 = growth as untreated, 0 = no growth, -100 = all killed).
A498: A498 renal cancer cells | AID 1794774 | 76,000 compounds, 5.4% hits
TK-10: TK-10 renal cancer cells; 81,000 compounds, 3.9% hits; AID 1794769
ACHN: ACHN renal cancer | 81,000 compounds, 4.9% hits | AID 1794771
RXF 393: RXF 393 renal cancer cells; AID 1794773; 77,000 compounds, 6.9% hits
PC-3: PC-3 prostate cancer cells | 80,000 compounds, 3.9% hits
CAKI-1: CAKI-1 renal cancer; 75,000 compounds, 4.7% hits; AID 1794772
SN12C: SN12C renal cancer cells. AID 1794767. 81,000 compounds, 3.8% hits
UO-31: UO-31 renal cancer. 81,000 compounds, 5.2% hits
786-0: 786-0 renal cancer cells | 81,000 compounds, 5.1% hits
Numbers without * were called inactive; nt = no result given; & = joins results of further samples; ! = not confirmed by another sample. Rule for the calls: active = growth percent below 10; inactive = the rest. No enrichment for hits. Share with any hit: about 11%.

SMILES	A498	TK-10	ACHN	RXF 393	PC-3	CAKI-1	SN12C	UO-31	786-0
OCc1cnccc1NCCCCOc1ccccc1	111.0	95.2	101.0	112.3	94.7	100.7	102.6	82.2	104.2
COc1ccc(-c2nn(-c3cccc(Cl)c3)cc2C=C2C(=N)NC(=O)NC2=N)cc1	123.0	nt	101.5	98.7	88.6	103.1	104.4	89.0	116.5
O=C(O)CCN1C(=O)/C(=C/c2ccc(-c3cccc([N+](=O)[O-])c3)o2)SC1=S	81.1	94.7	101.4	93.4	92.6	104.4	99.3	79.3	102.7
O=c1[nH]c(=O)c2[nH]c(=S)n(-c3ccccc3)c2[nH]1	108.3	94.3	97.2	123.7	87.8	84.7	94.4	nt	99.0
CC(=O)c1c(C)n(-c2ccc3c(c2)OCO3)c2c1c(-c1ccc3c(c1)OCO3)nc1ccccc12	64.5	98.6	83.8	94.1	70.4	91.4	91.4	55.4	97.4
CC(=O)OCC1OC(OC(C)=O)C(Cn2cc(COc3ccc4c(c3)NC(=O)CC4)nn2)C(OC(C)=O)C1OC(C)=O (configuration not stated)	107.3	97.0	98.2	111.7	95.4	102.2	102.9	95.7	105.8
S=c1n(CNc2ccc(Cl)nn2)nc(-c2cc(Cl)cc(Cl)c2Cl)n1/N=C/c1ccc(Cl)cc1	121.3	112.8	106.9	149.5	82.6	nt	103.5	80.8	81.9
CSCCC(NC(=O)CCc1nc2c(=O)[nH]c(=S)[nH]c2[nH]c1=O)C(=O)O (configuration not stated)	105.6	94.3	105.0	100.0	91.5	93.2	95.3	81.6	102.0
CCc1c(C)c2ccc(O)c(NC(=O)Nc3ccccc3)c2oc1=O	89.8	103.3	107.6	104.0	99.8	100.2	95.8	95.0	84.0
CN1CCC(=C(c2ccc(Cl)cc2)c2ccccn2)CC1	111.3	93.4	102.1	96.3	91.9	92.0	110.5	73.4	96.7
CC(C)c1cccc(C(C)C)c1NC(=O)OC1CCCCC1C (configuration not stated)	89.6&78.7	90.7&114.9	101.1&87.8	102.1&82.8	95.9&86.8	79.7&71.8	85.2&99.0	77.3&79.2	90.6&97.4
O=S(=O)(O)c1ccc2cc(S(=O)(=O)O)ccc2c1	111.7	98.2	112.1	111.3	95.7	nt	99.4	96.7	106.1
Cc1ccccc1C(O)(c1ccccc1)c1ccccc1	95.3	102.5	110.2	105.1	83.7	89.7	97.6	102.5	108.9
NS(=O)(=O)c1ccc(NCC(=O)Nc2ccc(-c3nc4ccccc4s3)cc2)cc1	nt	105.5	105.0	99.9	64.7	92.9	47.8	74.4	12.1
Cc1cc(=O)[nH]c2c(C#N)cnn12	93.1	101.1	98.8	110.1	106.8	93.6	97.4	83.8	104.7
COc1ccc(Cc2ccccc2C(=O)O)cc1	92.4&111.2	106.5&103.0	99.7&110.8	129.3&107.7	95.9&109.4	96.1&104.9	99.2&90.0	94.5&90.1	101.5&108.7
Cn1cc(-c2cc3nc(-c4c[nH]c5ccc(Br)cc45)cc(N)n3n2)c2ccccc21	-25.0*	-90.3*	-98.4*	-89.4*	-77.3*	-87.8*	-73.0*	-97.7*	-89.6*
NC(Cc1ccc(O)c(O)c1)C(=O)O (configuration not stated)	nt	101.5	104.5	108.0	91.4	93.7	105.6	88.3	102.9
COc1ccc(C2CC(c3ccccc3)=NN2C(=O)c2cc(OC)c(OC)c(OC)c2)cc1O (configuration not stated)	17.3	63.2	37.5	-10.0*	22.5	52.9	37.5	30.3	20.4
Cc1ccccc1C(=O)Oc1ccc(Cl)cc1	91.0	91.3	113.3	118.0	84.9	98.2	106.5	95.4	98.7
COc1ccc(-c2ccnc3c(N=Nc4ccc(S(N)(=O)=O)cc4)c(N)nn23)cc1	103.0	109.6	106.5	99.8	91.9	94.5	90.9	87.2	97.3
COc1ccc(/C=C2/SC(N3CCN(c4cccc(Cl)c4)CC3)=NC2=O)cc1OC	95.9	111.2	94.3	120.3	93.0	57.5	89.9	81.6	nt
COc1ccc2c(c1)C=C1CCCC3=Cc4cc(OC)ccc4OC13O2	102.6	113.0	95.7	101.3	93.9	95.0	110.3	95.6	97.3
NNc1cc2c(nn1)CCN(C(=O)c1ccccc1)C2	100.6	113.6	100.3	95.0	96.8	95.3	93.5	83.9	105.3
CCOC(=O)C1=CSC2=NC3=C(CCCC/C3=C\c3cc(OC)c(OC)c(OC)c3)C(c3cc(OC)c(OC)c(OC)c3)N12 (configuration not stated)	44.0	95.9	68.7	102.2	51.8	73.3	75.4	64.3	97.5
c1ccc(Cn2cc(COc3ncnc4sc5c(c34)CCCC5)nn2)cc1	nt	98.2	100.7	98.1	99.7	90.9	99.4	84.5	100.1
c1ccc(CSc2ncnc3c2ncn3C2CCCCO2)cc1 (configuration not stated)	nt	98.6	103.3	126.5	103.0	88.7	108.0	111.2	99.3
CCN(CC)CCOC(=O)C(Cc1cccc2ccccc12)CC1CCCO1 (configuration not stated)	110.5&83.5	100.7&89.5	96.3&101.5	119.2&94.5	90.0&93.6	80.4&84.8	88.1&107.8	70.7&83.3	94.5&103.7
CNc1ccc(C(=O)C2CC2)cc1	106.1	100.6	105.2	106.0	91.6	102.0	105.3	94.4	101.6
CC1(C)CC[C@]2(C(=O)Nc3ccccc3)CC[C@]3(C)C(=CCC4[C@@]5(C)C[C@@H](O)[C@H](O)[C@@](C)(CO)C5CC[C@]43C)C2C1 (some centres not stated)	56.9	86.7	59.9	17.6	20.4	44.1	nt	47.3	71.1
NC1=NCCO1	nt	101.8	94.7	87.1	80.8	98.6	108.2	92.8	102.7
O=C(O)c1ccc(Br)o1	108.1	67.8	104.2	107.4	108.6	85.1	129.3	98.6	92.1
COC(CN1CCN(C)CC1)(c1ccccc1)c1ccccc1	103.0	97.2	94.7	103.4	78.3	95.2	nt	86.4	96.6
C=CC(=O)Nc1ccc(Oc2nccc(Nc3nnc(-c4ccccc4)s3)n2)cc1	105.9	132.7	92.9	103.8	83.4	77.3	94.6	64.5	101.5
C/C=C/CCC(C)=O	81.1	91.2	101.6	101.2	103.5	93.5	102.0	84.9	101.3
COc1ccc(-c2cc(-c3nnc(SCC(=O)c4ccccc4)n3-c3ccccc3)c3ccccc3n2)cc1	106.5	nt	99.1	107.8	89.0	nt	96.2	75.2	95.7
Nc1c2c([nH]c(=O)c1N)CCC2	116.1	90.5	101.2	110.2	108.7	105.7	101.1	94.9	103.8
COc1ccc(/C(C)=N/N=C2C(=O)Nc3ccc(Br)cc32)cc1S(N)(=O)=O	68.7	93.5	85.9	59.0	81.3	63.2	nt	89.9	85.6
Cc1cc(=O)n(C)c(SCC(=O)Nc2ccc(Br)cc2)n1	68.1	78.0	90.5	113.7	87.3	97.5	96.2	87.5	94.1
COc1ccc(/C=C/c2nn3c(-c4cccc(Br)c4)nnc3s2)cc1	99.8	99.8	100.9	102.2	98.8	90.9	103.8	89.4	94.5
CC(=Nc1ccccc1)Nc1ccccc1	89.5	111.5	121.0	105.1	89.0	89.4	109.8	76.5	110.6
O=C(COc1ccccc1)Nc1ccccc1	117.1	112.7	111.0	106.9	103.0	103.4	94.6	101.7	103.1
COC(=O)C(C(C[N+](=O)[O-])c1ccccc1)=P(c1ccccc1)(c1ccccc1)c1ccccc1 (configuration not stated)	59.8	97.2	93.9	85.9	85.4	84.3	100.4	73.1	96.1
CCCCn1c(O)c(N=NC2=NC3C(N2)N(CC)C(=O)N3CC)c2ccccc21 (configuration not stated)	136.3	113.6	99.3	125.6	98.7	89.4	102.6	83.4	97.1
CCN1C(=O)/C(=N\N=C(/C)c2ccc3c(c2)Nc2ccccc2S3)c2cc(Cl)ccc21	60.1	72.1	24.6	65.9	40.5	48.1	58.9	56.6	75.0

Four entries from above, as labelled records.
COC(=O)C(C(C[N+](=O)[O-])c1ccccc1)=P(c1ccccc1)(c1ccccc1)c1ccccc1 (configuration not stated)
- A498 = 59.8
- TK-10 = 97.2
- ACHN = 93.9
- RXF 393 = 85.9
- PC-3 = 85.4
- CAKI-1 = 84.3
- SN12C = 100.4
- UO-31 = 73.1
- 786-0 = 96.1

COc1ccc(/C=C/c2nn3c(-c4cccc(Br)c4)nnc3s2)cc1
- A498 = 99.8
- TK-10 = 99.8
- ACHN = 100.9
- RXF 393 = 102.2
- PC-3 = 98.8
- CAKI-1 = 90.9
- SN12C = 103.8
- UO-31 = 89.4
- 786-0 = 94.5

C/C=C/CCC(C)=O
- A498 = 81.1
- TK-10 = 91.2
- ACHN = 101.6
- RXF 393 = 101.2
- PC-3 = 103.5
- CAKI-1 = 93.5
- SN12C = 102.0
- UO-31 = 84.9
- 786-0 = 101.3

Nc1c2c([nH]c(=O)c1N)CCC2
- A498 = 116.1
- TK-10 = 90.5
- ACHN = 101.2
- RXF 393 = 110.2
- PC-3 = 108.7
- CAKI-1 = 105.7
- SN12C = 101.1
- UO-31 = 94.9
- 786-0 = 103.8

The results go on.
SMILES	A498	TK-10	ACHN	RXF 393	PC-3	CAKI-1	SN12C	UO-31	786-0
CCN(CC)C(=O)Cc1ccccn1	96.9	94.8	nt	115.5	91.4	nt	98.9	92.6	100.8
Cc1ccc(Sc2ccc3[nH]c(=O)[nH]c(=O)c3c2)cc1	104.9	93.3	103.5	103.5	79.4	95.7	103.7	93.8	101.4
CCOC(=O)C(C)NC(=O)C(C)NC(=O)OCc1ccccc1 (configuration not stated)	111.3	120.2	115.3	102.9	109.7	98.6	105.0	90.1	105.5
O=[N+]([O-])c1ccc(-c2cc3c(NCCc4ccccc4)ncnc3s2)cc1	78.3	79.1	96.4	101.0	80.8	nt	95.5	66.7	89.0
CCCCC1COc2cccc3c(SCC(=O)N(C)c4ccc(OC)cc4)cc[n+]1c23 (configuration not stated)	108.8	114.2	98.9	nt	102.9	94.0	95.3	91.7	104.4
C1=C2CNCC3=Cc4ccc5ccccc5c4OC23Oc2c1ccc1ccccc21	nt	89.7	37.2	-3.4*	39.1	31.1	63.2	36.3	nt
COC1=C(C)C(=O)c2c(c(CCCl)c3n2CCC3O)C1=O (configuration not stated)	-79.9*	-35.2*	-3.1*	-53.7*	-2.5*	10.9	6.2*	-60.4*	-21.0*
O=C1N(C[P+](c2ccccc2)(c2ccccc2)c2ccccc2)CCCN1C[P+](c1ccccc1)(c1ccccc1)c1ccccc1	85.5	106.4	97.1	113.0	92.5	89.4	97.3	87.1	103.5
C=CCn1c(SC/C(=N/O)c2ccccc2)nnc1-c1cc(-c2ccc(S(C)(=O)=O)cc2)nc2ccccc12	nt	124.8	91.2	90.9	88.5	82.9	91.6	57.3	90.0
Fc1ccc(CNc2cccc3[nH]c(C(F)(F)F)nc23)cc1	39.7	102.0	96.2	99.1	nt	81.2	72.4	84.8	109.7
N#Cc1c(-c2ccccn2)nc(SCC(=O)c2ccc(Br)cc2)[nH]c1=O	91.6	112.5	100.0	107.0	97.4	98.6	102.2	85.6	90.1
Cc1cc(Cl)cc(C)c1O	105.9	99.8	99.4	117.4	99.7	99.2	102.3	82.3	100.6
Nc1cc(N)nc(S(=O)O)n1	94.5	95.6	99.9	96.5	90.6	92.0	92.7	87.2	92.5
O=C(O)C(=Nc1ccccc1)c1c[nH]c2ccccc12	nt	109.8	105.0	110.9	87.6	92.6	98.6	71.6	106.6
COc1ccc(Nc2[nH]n3c(=O)cc(-c4ccccc4)nc3c2C(=O)Nc2ccc(C)cc2)c(OC)c1	107.6	107.6	88.5	92.1	76.9	90.4	85.9	74.7	92.7
O=C(O)c1ccc(-n2cc(C(=O)O)c(-c3ccccc3)n2)cc1	100.8	86.8	nt	129.0	111.4	nt	115.0	93.3	95.7
Nc1ccc(C(c2c[nH]c3ccccc23)c2c[nH]c3ccccc23)cc1	nt	129.7	90.2	85.5	84.5	73.3	90.4	69.2	92.8
S=C1CC(=S)NC(=S)N1	90.2	110.0	nt	106.9	106.9	101.0	96.1	88.0	106.2
O=C1NC(=O)C(c2ccccc2)(C2CCCC2)N1 (configuration not stated)	107.6	93.5	108.9	126.2	97.8	106.4	102.7	80.2	103.7
CCCCCCCC(=O)SCC/C=C/[C@@H]1CC(=O)NCc2cccc(n2)CN(Cc2ccc(Cl)cc2)CC(=O)N[C@@H](C(C)C)C(=O)O1	-54.0*	-6.3*	-15.5*	-20.4*	9.7*	-8.0*	21.6	-5.3*	14.4
O=C(CCCCCCCCC(=O)N/N=C/c1cccc2ccccc12)N/N=C/c1cccc2ccccc12	121.3	102.8	97.2	95.5	93.2	nt	107.0	86.2	92.9
Cc1cc(O)c(C(C)C)cc1S(=O)(=O)O (tested in a mixture with another compound)	-18.3*!	132.3&33.8&87.8	92.4&10.8&91.8	8.5*!	81.7&19.8&96.1	74.4&12.1&67.7	102.4&22.6&92.4	-18.5*!	115.7&13.0&87.2
Cc1cccc(NC(=O)NNC(=O)c2ccncc2)c1NC(=O)NNC(=O)c1ccncc1	97.5	107.5	99.0	106.7	98.5	93.7	107.1	92.9	102.7
C1=CN2CC(c3ccccc3)=NNC2c2ccccc21 (configuration not stated)	104.5	119.7	85.7	90.0	81.9	65.2	88.8	53.8	99.3
CCCCC(CCc1ccccc1[N+](=O)[O-])(C(C)=O)C(=O)OCC (configuration not stated)	49.3	107.1	105.2	90.7	78.7	95.6	102.8	62.1	101.8
CC(=O)OCCCC(CCC(CCC1CCCO1)OC(C)=O)OC(C)=O (configuration not stated)	109.1	94.1	114.0	105.2	106.2	93.2	100.4	84.8	98.0

Fetched by structure from the list above (2):
SMILES	A498	TK-10	ACHN	RXF 393	PC-3	CAKI-1	SN12C	UO-31	786-0
Cc1cc(O)c(C(C)C)cc1S(=O)(=O)O (tested in a mixture with another compound)	-18.3*!	132.3&33.8&87.8	92.4&10.8&91.8	8.5*!	81.7&19.8&96.1	74.4&12.1&67.7	102.4&22.6&92.4	-18.5*!	115.7&13.0&87.2
CCCCCCCC(=O)SCC/C=C/[C@@H]1CC(=O)NCc2cccc(n2)CN(Cc2ccc(Cl)cc2)CC(=O)N[C@@H](C(C)C)C(=O)O1	-54.0*	-6.3*	-15.5*	-20.4*	9.7*	-8.0*	21.6	-5.3*	14.4

Assay outcomes deposited in PubChem BioAssay by NCI.
